Assay outcomes as filed in PubChem BioAssay.
influenza NS1A: H1N1 influenza NS1A inhibitors, functional cell based assay (AID 504329); one-dose inhibition, % at 12.5 µM; IC50 in µM for titrated hits; actives 0.3% (n = 340,000); NS1A functional cell-based assay, percent inhibition; higher % means a stronger effect; in the data active = a potency from the dose series; inconclusive = inhibition above about 27% without an active follow-up result; also: strong numbers were not always called active
H37Rv inhibition: M. tuberculosis growth inhibition, HTS (AID 449762) | M. tuberculosis H37Rv growth inhibition, 7H9 media; higher % means a stronger effect | one-dose inhibition, % at 25 µM; IC50 in µM for titrated hits | actives 0.59% (n = 330,000); in the data active = a potency from the dose series; inconclusive = inhibition above about 70% without an active follow-up result;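 also: bacterial growth assessed after seven days of incubation; strong numbers were not always called active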
PhoP GFP inhibition: PhoP regulon inhibitors, Salmonella typhi PhoP promoter GFP reporter, confirmatory (AID 1850) | inhibition, % at 50 µM; hits with a dose series show IC50 in µM | Salmonella Typhi PhoP-promoter GFP reporter, fluorescence, 4 h; higher % means a stronger effect | actives 0.33% (n = 310,000); in the data active = a potency from the dose series; inconclusive = inhibition mostly from about 25% at the one dose, without a potency; inactive = the rest, 99 in 100 with inhibition below about 19%;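 also: 0% = induced wells with vehicle and 100% = uninduced wells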
VEEV TC-83 Vero: inhibitors of VEEV TC-83 cytopathic effect, confirmation, Vero cells (AID 588727). inhibition, % at 20 µM, or IC50 in µM where a hit was titrated. actives 0.13% (n = 350,000). Vero cells, VEEV TC-83 cytopathic effect inhibition; higher % means a stronger effect; in the data active = a potency from the dose series; inconclusive = inhibition mostly from about 14% at the one dose, without a potency; inactive = the rest, 99 in 100 with inhibition below about 12%; also: strong numbers were not always called active
M. tuberculosis: growth inhibition of non-replicating M. tuberculosis (AID 488890); Mycobacterium tuberculosis non-replicating, growth inhibition; higher % means a stronger effect; inhibition, % at 25 µM; hits with a dose series show IC50 in µM; actives 0.39% (n = 320,000); in the data active = a potency from the dose series; inconclusive = inhibition mostly from about 82% at the one dose, without a potency; inactive = the rest, 99 in 100 with inhibition below about 76%;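 also: plate controls were DMSO cells for no effect and high antibiotic wells for full effect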
VEEV TC-83 Vero 10K pilot screen: second read-out of VEEV TC-83 Vero, no call of its own (marks repeat the call); inhibition, %; measured here: 10K pilot screen inhibition
Numbers without * were called inactive; i = inactive; ? = inconclusive; . = not tested or not shown; ! = repeats disagree. No enrichment for hits (roughly 1.4% active in at least one column).

SMILES | influenza NS1A | H37Rv inhibition | PhoP GFP inhibition | VEEV TC-83 Vero | M. tuberculosis | others
Cc1ccc(CNC(=O)C(C)OC(=O)c2cccs2)cc1 (stereo not drawn) | 5.3% | 6.5% | -2.6% | 1.0% | 28.1%
Cn1cc(C(=O)N2CCN(c3ccccc3)CC2)c(=O)c2cc(S(=O)(=O)N3CCCC3)ccc21 | 9.9% | -3.1% | -5.3% | 2.6% | -6.7%
N#Cc1ccc(-c2ccc(OCC(O)CN3CCOCC3)cc2)cc1 (stereo not drawn) | -6.5% | 4.8% | -5.1% | 0.8% | 21.4%
Cc1ccc(C(=O)N(c2ccccn2)C(C)c2ccco2)cc1C (stereo not drawn) | 3.8% | 6.8% | -0.5% | 4.6% | 0.7%
COc1ccc(N(C(=O)C2CCCCC2)S(=O)(=O)c2cccc3cccnc23)cc1 | -4.0% | -5.5% | -2.6% | 5.5% | 32.0%
O=C1CN(C(=O)CN2CCOCC2)C(c2ccccc2)c2cc(Br)ccc2N1 (stereo not drawn) | 1.8% | -2.6% | -0.9% | i | .
O=C(CN(Cc1ccco1)C(=O)c1ccc(F)cc1)Nc1ccccc1Br | -5.8% | 6.5% | . | 8.2% | 65.6%
COC(=O)[C@H](Cc1ccccc1)NC(=O)N1CCN(c2ccccc2)CC1 | -2.5% | -0.6% | 3.9% | 1.8% | 16.9%
Cc1ccsc1/C=C(\C#N)C(=O)NCc1cccnc1 | 1.5% | -1.2% | -18.9% | 1.3% | 0.8%
COCn1cnc(-c2ccccc2)c1-c1ccccc1 | -3.3% | 2.6% | 11.3% | i | 3.2%
O=C(Nc1nc2c(F)cc(F)cc2s1)C1CC1 | -17.6% | 2.1% | 1.7% | 5.0% | -7.1% | VEEV TC-83 Vero 10K pilot screen=0.8
COC(=O)c1ccccc1NC(=O)C(C)c1ccc([N+](=O)[O-])cc1 (stereo not drawn) | 1.3% | 6.8% | -2.7% | 0.4% | 74.6%
CCC(C(=O)Nc1cc(F)ccc1F)n1nc(C)c2c(C)n(-c3ccc(C)cc3)nc2c1=O (stereo not drawn) | -1.2% | 7.0% | -20.7% | 0.4% | 29.7%
Cc1ccc(-n2nnnc2SCC(=O)c2cc(C)n(CC3CCCO3)c2C)cc1 (stereo not drawn) | -4.4% | -10.2% | -16.5% | 1.9% | 7.0%
CSc1nc(N)c2c(n1)N(C)C=NS2(=O)=O | -0.4% | . | . | 0.5% | .
O=C(N/N=C/c1ccncc1)NC1CCCCC1 | 11.8% | 5.1% | 12.5% | 0.2% | -14.0%
COc1ccc2nc(NC(=O)CSc3nnc(C)n3N)sc2c1 | 3.0% | -5.2% | 4.3% | i | -0.5%
O=C1CCCN1CC(O)CS(=O)(=O)Cc1ccc(Cl)cc1 (stereo not drawn) | . | 1.0% | -5.2% | 0.2% | -5.7%
CCCCn1c(N)c(N(CC(C)C)C(=O)COC(=O)C2(c3ccccc3)CC2)c(=O)[nH]c1=O | -11.2% | -3.1% | 3.6% | 2.2% | -5.6%
O=C(Nc1nc(-c2ccccn2)cs1)c1cc(Cl)ccc1[N+](=O)[O-] | 27.6% | ? | -4.2% | ? | ?
CCS(=O)(=O)N1CCN(c2cnn(-c3ccccc3)c(=O)c2Cl)CC1 | -10.3% | -1.1% | 5.4% | 1.4% | -4.5%
O=C(COC(=O)CNC(=O)c1cccs1)Nc1ccc(C(F)(F)F)cc1[N+](=O)[O-] | -4.2% | -3.8% | 0.2% | 0.8% | -11.3%
CCCCCCCCCCCCCCCCn1cc[n+](C)c1 | -19.5% | ? | 31.2µM*! | i | ?
O=C(NCCCc1ccccc1)C1CCC(=O)N(Cc2ccc(Cl)cc2)C1 (stereo not drawn) | -5.6% | -7.0% | -7.9% | 2.9% | 28.8%
COc1ccc(NC(=O)CN(C)C(=O)c2ccc(C)s2)cc1 | -6.5% | 2.5% | 6.4% | 0.9% | -7.5%
Next part
SMILES | influenza NS1A | H37Rv inhibition | PhoP GFP inhibition | VEEV TC-83 Vero | M. tuberculosis | others
Cc1nn(-c2ccccc2)c2c1C(c1ccc([N+](=O)[O-])cc1)C(C#N)=C(N)O2 (stereo not drawn) | 0.1% | 2.4% | -6.2% | 0.8% | 29.6%
O=C(C1=C[C@H](C2CC2)C[C@H](OCc2ccc(CO)cc2)O1)N1CCN(Cc2ccc3c(c2)OCO3)CC1 | 20.2% | -3.6% | 7.8% | 0.5% | 31.5%
O=C(NN=C1CCCC1)c1cc(Br)ccc1O | -9.9% | -1.2% | 9.0% | 6.4% | 36.9%
CC(C)(C)CC(C)(C)N=C1Nc2ccccc2NC12C[C@H]1CCC(=O)N3CC[C@@H](C2)[C@@H]13 (stereo partly drawn) | 15.0% | . | . | i | .
COc1ccc(S(=O)(=O)N(C)CC(=O)Nc2cccc(C(C)=O)c2)cc1Cl | -1.9% | -3.2% | -3.9% | i | -1.7%
COc1ccc(/C=C/C(=O)N(C)c2ccccc2C(=O)O)cc1 | -10.3% | -5.2% | 21.9% | 0.8% | -2.7%
CS(=O)(=O)N(CC(=O)NCc1ccc(Cl)cc1)C1CCCCC1 | 2.2% | -2.5% | 3.2% | 0.5% | 3.2%
CSc1nsc(SCC(=O)Nc2ccc(NC(C)=O)cc2)n1 | -5.4% | -2.4% | 9.7% | 1.2% | 42.6%
Cc1ccc2nc(SCC(=O)NCc3ccco3)[nH]c2c1 | 22.5% | -11.9% | 5.3% | i | 11.0%
CC(C)(C)OC(=O)NC1CCN(S(=O)(=O)c2ccc3c(c2)OCCO3)CC1 | 8.7% | -5.1% | 12.3% | 0.0% | 3.6%
COc1ccc([N+](=O)[O-])cc1NCc1ccccc1C | -3.8% | -3.0% | 7.7% | 3.1% | -10.9%
C=C(C)CSc1nnc(CCNC(=O)OC(C)(C)C)o1 | -4.2% | 0.5% | -12.8% | i | 63.6%
COC(=O)c1nn(-c2ccc(Oc3ccccc3)cc2)c(=O)cc1O | -7.6% | -6.0% | -3.2% | 0.4% | -7.2%
COc1ccccc1-n1c(O)c(C=NC2CC2)c(=O)[nH]c1=O | 4.7% | 3.7% | -3.8% | i | -2.9%
O=C(Nc1cc2c(cc1Br)OCCCO2)c1ccccc1 | -1.4% | 1.5% | -3.9% | 0.1% | -16.3%
Nn1c(=O)[nH]c2ccccc2c1=O | -6.3% | -0.2% | -5.7% | 0.4% | 4.6%
COc1ccccc1OCc1nn[nH]n1 | -2.8% | -2.8% | 11.8% | 0.7% | -10.7%
Cc1cccc(C=CC(=O)c2ccccc2)c1 | 7.8% | . | . | 9.9% | .
CCCCOc1ccc(C2C(C(=O)c3ccc(C)o3)=C(O)C(=O)N2CC2CCCO2)cc1 (stereo not drawn) | 0.4% | -7.5% | -2.9% | 2.6% | 63.2%
COCCN1C=C2C(=O)C(C)(OC(=O)C3CCCC3)C(=O)C=C2C=C1c1ccsc1 (stereo not drawn) | 18.9% | -6.8% | 5.1% | i | 19.7%
CC(C)(C)c1ccc(C(=O)C2CCCN(C(=O)C3CCOCC3)C2)cc1 (stereo not drawn) | -2.5% | -2.4% | 10.2% | 1.7% | -12.6%
COc1ccc(NC(=O)[C@@H]2CCCN2S(=O)(=O)c2ccc(Cl)cc2)cc1 | -0.5% | -0.2% | . | 1.2% | 10.9%
Cc1ccccc1Nc1scc(-c2ccc(Cl)cc2)[n+]1-c1ccccc1C | 10.2% | . | . | 3.9% | .
CC1Cc2ccccc2N1C(=O)c1cc2c(=O)n3ccccc3nc2n1C (stereo not drawn) | 8.2% | 8.0% | -8.8% | 5.5% | 18.3%
CCCCN(CCCC)NC(=O)c1ccccc1 | -13.3% | -0.2% | 5.4% | 1.7% | 8.0%
Next results:
SMILES | influenza NS1A | H37Rv inhibition | PhoP GFP inhibition | VEEV TC-83 Vero | M. tuberculosis | others
CC(=O)c1sc(NC(=O)c2ccc(F)c(S(=O)(=O)N3CCOCC3)c2)nc1C | -8.5% | -8.1% | . | 0.6% | 7.7%
COc1cccc(C(=O)C(=O)c2cccc(OC)c2OC)c1OC | 1.7% | . | . | 0.6% | .
CC(C)(C)OC(=O)C[C@H]1C/C=C\C[C@H](CC(=O)N(CCO)Cc2ccccc2)C(=O)NC[C@H](c2ccccc2)OC1=O | 9.1% | -0.6% | . | 1.3% | 8.4%
CCOc1ccccc1NC(=O)Cn1c(=O)oc2ccccc21 | 0.5% | -4.0% | 3.2% | 0.4% | -1.2%
Cc1cc(C(=O)N/N=C/c2cc(N=Nc3ccccc3)ccc2O)n[nH]1 | 1.1% | 9.9% | -3.0% | 9.7% | -25.7%
Cc1nc(SCC(=O)NC2CCS(=O)(=O)C2)c(C#N)c(C)c1C (stereo not drawn) | -4.4% | 6.1% | . | i | -14.3%
O=C1CC(c2ccccc2)Oc2ccc(Cl)cc21 (stereo not drawn) | 2.0% | . | . | 2.6% | .
C=CCn1c(C)cc(C2=NNC(=NCc3ccccc3)SC2)c1C | -2.0% | ? | -9.8% | i | 7.71µM*
Cc1ccccc1Cn1nnc(C(=O)Nc2cccc(C)c2C)c1N | 0.9% | -0.3% | -4.2% | 0.3% | .
Cc1nc(-c2cccnc2)sc1C(=O)N/N=C/c1ccccc1Cl | . | ? | -5.3% | ? | -27.8%
COCc1n[nH]c(=S)n1-c1cccc2ccccc12 | -14.4% | -9.1% | -2.4% | 0.6% | 7.8%
O=C1NC(=O)C(=Cc2c(Cl)cccc2Cl)C(=O)N1 | -23.4% | . | . | 1.0% | .
COc1ccc(NC(=O)CC2SC(N)=NC2=O)c([N+](=O)[O-])c1 (stereo not drawn) | 5.8% | 5.2% | -5.4% | 2.6% | 10.9%
Cc1nn2c(-c3ccccn3)ccnc2c1Cl | -5.7% | -3.3% | 8.9% | 1.4% | 6.1%
Cc1ccccc1Nc1nc(-c2sc(NC(=O)c3ccco3)nc2C)cs1 | -6.0% | -2.4% | 1.2% | 9.0% | 6.3%
Nc1c(C(=O)CSc2nnc(-c3ccccc3)o2)c(=O)[nH]c(=O)n1C1CC1 | -8.1% | -6.4% | . | 0.8% | -8.3%
COCCN(C(=O)c1cc(CN2C(=O)c3ccccc3C2=O)ccc1OC)c1c(N)n(CC(C)C)c(=O)[nH]c1=O | -20.5% | . | . | 0.6% | .
Cc1cccc(-c2cc3nc(C)cc(NCCCN(C)C)n3n2)c1 | -6.1% | 9.2% | 4.2% | 4.5% | 4.0%
CC(=O)/C=C(\C)Nc1ccccc1O | 3.8% | 3.57µM* | -3.4% | i | ?
COc1ccc(/C=N/NC(=O)c2nonc2N)cc1OC | -24.8% | 1.5% | -3.8% | i | 17.0%

Structural class: those above with an aryl methoxy group.
SMILES | influenza NS1A | H37Rv inhibition | PhoP GFP inhibition | VEEV TC-83 Vero | M. tuberculosis | others
COc1ccc(N(C(=O)C2CCCCC2)S(=O)(=O)c2cccc3cccnc23)cc1 | -4.0% | -5.5% | -2.6% | 5.5% | 32.0%
COc1ccc2nc(NC(=O)CSc3nnc(C)n3N)sc2c1 | 3.0% | -5.2% | 4.3% | i | -0.5%
COc1ccc(NC(=O)CN(C)C(=O)c2ccc(C)s2)cc1 | -6.5% | 2.5% | 6.4% | 0.9% | -7.5%
COc1ccc(S(=O)(=O)N(C)CC(=O)Nc2cccc(C(C)=O)c2)cc1Cl | -1.9% | -3.2% | -3.9% | i | -1.7%
COc1ccc(/C=C/C(=O)N(C)c2ccccc2C(=O)O)cc1 | -10.3% | -5.2% | 21.9% | 0.8% | -2.7%
COc1ccc([N+](=O)[O-])cc1NCc1ccccc1C | -3.8% | -3.0% | 7.7% | 3.1% | -10.9%
COc1ccccc1-n1c(O)c(C=NC2CC2)c(=O)[nH]c1=O | 4.7% | 3.7% | -3.8% | i | -2.9%
COc1ccccc1OCc1nn[nH]n1 | -2.8% | -2.8% | 11.8% | 0.7% | -10.7%
COc1ccc(NC(=O)[C@@H]2CCCN2S(=O)(=O)c2ccc(Cl)cc2)cc1 | -0.5% | -0.2% | . | 1.2% | 10.9%
COc1cccc(C(=O)C(=O)c2cccc(OC)c2OC)c1OC | 1.7% | . | . | 0.6% | .
COc1ccc(NC(=O)CC2SC(N)=NC2=O)c([N+](=O)[O-])c1 (stereo not drawn) | 5.8% | 5.2% | -5.4% | 2.6% | 10.9%
COCCN(C(=O)c1cc(CN2C(=O)c3ccccc3C2=O)ccc1OC)c1c(N)n(CC(C)C)c(=O)[nH]c1=O | -20.5% | . | . | 0.6% | .
COc1ccc(/C=N/NC(=O)c2nonc2N)cc1OC | -24.8% | 1.5% | -3.8% | i | 17.0%
